# High-throughput results deposited in PubChem by Broad Institute.
# C2C12 statin: suppressors of statin myotoxicity in C2C12 myotubes, primary screen, cell-based, single point, plate reader; C2C12 myotubes + simvastatin, ATP luminescence, 48 h; scaled: DMSO 0, geranylgeraniol control 100; rescue of ATP level, % at 7.49 µM; 0.78% of 330,000 active;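 active = mean ATP rescue above about 67%, or every replicate alone reaching that limit, limit read from the data, passing the limit was not always enough; inconclusive = no clear call, values can overlap the other calls; inactive = mean under the limit and some replicate under it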;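 also: myotubes were challenged with 10 µM simvastatin during compound exposure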
# DENV2 CPE: inhibitors of DENV2 cytopathic effect, primary screen, cell-based, plate reader, single concentration. AID 651640, 2012. CPE inhibition, % at 9.99 µM. DENV2-infected cells, cytopathic effect rescue. 1.7% of 350,000 active; in the data active = CPE inhibition above about 20%, passing the limit was not always enough; inconclusive = no clear call, values can overlap the other calls; tested in BHK-21 cells;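 also: 0% = median of neutral control wells and 100% = median of positive control wells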
# PglD DTNB: C. jejuni PglD acetyltransferase inhibitors, primary screen, biochemical, DTNB colorimetric, single point; AID 602405, 2012; UDP-N-acetylbacillosamine N-acetyltransferase PglD (Campylobacter jejuni); 0.098% of 360,000 active; purified PglD enzyme, DTNB colorimetric CoA detection; inhibition, % at 12.5 µM; in the data active = inhibition above about 16%, passing the limit was not always enough; inconclusive = no clear call, values can overlap the other calls; also: strong numbers were not always called active
# ERp5 block: inhibitors of ERp5-driven insulin aggregation, primary screen, biochemical, turbidity, absorbance 650 nm, single point. Protein disulfide-isomerase A6 (Homo sapiens), Q15084. 90 min. inhibition, % at 9.99 µM. 0.05% of 350,000 active. AID 651711, 2012;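 active = mean replicate inhibition above about 25%, with every replicate also reaching it, limit read from the data, passing the limit was not always enough; inconclusive = only one of those two criteria met; inactive = neither criterion met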
# Target sequence (Q15084 whole entry, looked up): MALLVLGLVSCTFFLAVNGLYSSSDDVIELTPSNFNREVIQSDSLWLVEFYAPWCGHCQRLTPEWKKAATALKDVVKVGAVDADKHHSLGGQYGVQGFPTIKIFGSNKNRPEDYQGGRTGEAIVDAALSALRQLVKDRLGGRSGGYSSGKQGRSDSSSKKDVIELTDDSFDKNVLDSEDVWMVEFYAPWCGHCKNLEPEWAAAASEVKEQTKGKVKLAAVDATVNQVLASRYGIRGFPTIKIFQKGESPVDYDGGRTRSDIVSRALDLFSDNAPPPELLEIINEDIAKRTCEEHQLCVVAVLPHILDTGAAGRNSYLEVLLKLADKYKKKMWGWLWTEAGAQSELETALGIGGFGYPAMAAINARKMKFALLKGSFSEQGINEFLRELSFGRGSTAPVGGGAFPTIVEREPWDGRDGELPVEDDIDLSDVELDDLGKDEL
# S100A4 MyoIIA: inhibitors of S100A4-myosin IIA peptide binding, primary screen, biochemical, fluorescence polarization, TAMRA-MyoIIA peptide; inhibition, % at 10.7 µM; 0.14% of 360,000 active; Protein S100-A4 (Homo sapiens), P26447; AID 652163, 2013;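 active = mean inhibition of at least 70% across replicates, with every replicate also reaching that level; inconclusive = mean inhibition reaches 70% but some replicates fall short; inactive = mean inhibition below 70%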
# Target sequence (P26447 whole entry, looked up): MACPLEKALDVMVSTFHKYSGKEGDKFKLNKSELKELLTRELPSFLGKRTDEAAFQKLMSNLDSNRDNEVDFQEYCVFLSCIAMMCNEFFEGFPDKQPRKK
#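 incubation = readout 5 min after mixing, signal stable up to 60 min | system = S100A4 monomer protein | buffer or medium = HEPES pH 7.2 with CaCl2, KCl, NaCl, DTT, Triton | benchmarks = neutral control DMSO, positive control TFP | also added = fluorescent myosin IIA peptide, 5 nM | compound dosing = one concentration per compound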
# E-sel inducer: E-selectin induction in HUVECs, primary screen, imaging, HUVEC, immunofluorescence imaging, single point; normalized: neutral wells 0, TNF-alpha wells 100; activation, % at 7.58 µM; 0.37% of 260,000 active; AID 686992, 2013;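 active = mean E-selectin-positive cell signal at least 10% of the positive control, reached in at least 60% of replicates, without over 20% cell loss; inconclusive = no rule given, readout overlaps actives, possibly toxicity-flagged; inactive = the rest, including those meeting only one limit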;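 also: in these data hits start at about 27%; measured in HUVEC primary endothelial cells; signal is the percent of cells scored E-selectin positive by PE staining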
#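 material = human umbilical vein endothelial cells (HUVEC), E-selectin induction | quantity = 3,000 cells/well | medium = EGM-2 growth medium on 0.1% gelatin-coated wells | technique = immunofluorescence imaging | read-out basis = % PE-positive cells | control set = TNF-alpha positive control, DMSO neutral control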
# SIRT5 block: SIRT5 desuccinylase inhibitors, primary screen, biochemical, fluorescence imaging, single point, set 5 | NAD-dependent protein deacylase sirtuin-5, mitochondrial (Homo sapiens), Q9NXA8 | Purified SirT5, succinyl-peptide AMC, trypsin-coupled fluorescence | inhibition, % at 15 µM | 1.1% of 330,000 active | AID 652115, 2013; in the data active = inhibition above about 15%; inconclusive = no clear call, values can overlap the other calls
# Target sequence (Q9NXA8 whole entry, looked up): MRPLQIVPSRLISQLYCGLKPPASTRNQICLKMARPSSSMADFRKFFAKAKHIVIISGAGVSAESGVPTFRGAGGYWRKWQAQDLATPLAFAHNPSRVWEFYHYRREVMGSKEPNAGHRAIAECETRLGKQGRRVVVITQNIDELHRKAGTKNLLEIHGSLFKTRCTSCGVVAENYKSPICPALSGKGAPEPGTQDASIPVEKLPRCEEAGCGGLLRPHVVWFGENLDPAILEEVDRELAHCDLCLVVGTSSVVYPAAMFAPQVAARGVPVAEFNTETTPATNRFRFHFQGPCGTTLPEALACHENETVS
# An asterisk follows results filed as active; ? = inconclusive; · = not tested or not shown. Not all compounds are listed; rates above refer to the full screens.
SMILES,C2C12 statin,DENV2 CPE,PglD DTNB,ERp5 block,S100A4 MyoIIA,E-sel inducer,SIRT5 block
COc1ccc(NC(=O)Nc2ccc3c(c2)CC(=O)N([C@H](C)CO)C[C@@H](C)[C@H](CN(C)C(=O)Nc2ccc(OC)cc2)O3)cc1,-18,18,2,1,1,0.2,-1
Cn1c(=O)n(C)c2cc([N+](=O)[O-])c(N3CCN(CCO)CC3)cc21,9,2,3,2,0,6.9,-1
COc1cc2ccccc2cc1C(=O)N1CCCC1,11,0,7,-8,4,·,-5
O=C(NCCN1CCOCC1)c1ccc(Cl)c(S(=O)(=O)NCc2ccccc2)c1,4,3,0,-13,-2,-0.2,-16
COc1cc(OC)c(OC)cc1CN(C)CC1CCCN(CCc2ccccc2F)C1 (stereo not drawn),-13,-1,-1,-7,-12,0.4,-4
COc1cccc(NC(=O)N2C[C@H](O)COC[C@@H]3O[C@H](CC(=O)N(C)C)CC[C@H]32)c1,-23,1,-1,6,-5,0.3,5
O=C(NCC1CCCO1)c1ccc2c(c1)OCO2 (stereo not drawn),-19,·,-1,1,28,·,-5
CSCCC(NC(=O)c1ccccc1Cl)C(=O)N(C)Cc1cccs1 (stereo not drawn),·,0,-1,2,-1,·,-3
CNC(=O)NC(=O)COC(=O)c1ccccc1OCc1ccccc1,5,-1,0,-3,-1,1.1,-1
CCOc1ccc(Nc2ncnc3ccc([N+](=O)[O-])cc23)cc1,·,-5,·,4,-8,0.3,-2
CC1(c2nnnn2-c2ccc3c(c2)OCCO3)CCC(=O)N1CCc1ccccc1F (stereo not drawn),·,6,·,-1,-2,0.0,·
O=C1c2ccccc2NC(c2cn[nH]c2-c2ccccc2)N1O (stereo not drawn),-1,-1,-10,-1,6,11,6
Cn1cnnc1Sc1nc([N+](=O)[O-])nn1C,6,2,·,4,-4,·,-5
Cc1ccc(NC(=O)Nc2cc(S(C)(=O)=O)ccc2Cl)cc1,-17,-2,-5,-2,0,-0.5,-6
C[C@@H]1CCCCO[C@@H](CN(C)C(=O)NC2CCCCC2)[C@@H](C)CN([C@@H](C)CO)C(=O)c2cc(NC(=O)CCCN(C)C)ccc2O1,·,7,2,-5,7,-0.1,-4
Cc1noc(C)c1NC(=O)Nc1ccc2c(c1)CC(=O)N([C@@H](C)CO)C[C@@H](C)[C@H](CN(C)C(=O)NC1CCCCC1)O2,-19,1,0,11,10,-0.1,0
NC(=O)c1c(NC(=O)c2cccnc2)sc2c1CCCC2,·,3,·,9,1,·,-1
O=C(CCS(=O)(=O)c1ccc(Br)cc1)NCCc1ccccc1,1,-1,-7,-1,1,0.1,-4
C[C@@H]1CN([C@@H](C)CO)C(=O)Cc2cc(NC(=O)CCC(F)(F)F)ccc2O[C@H]1CN(C)Cc1ccc(C(=O)O)cc1,·,4,·,2,-1,·,7
O=C1/C(=C/c2ccccn2)SC(=S)N1CCc1ccccc1,·,-5,·,1,10,·,-3
O=C(O)c1cc(/C=C/C(=O)c2cc(F)ccc2O)c2c(c1)COCO2,·,-1,1,1,-5,-1.6,-3
COc1ccc(C(=O)N=C2SC3CS(=O)(=O)CC3N2Cc2ccc(OC)c(OC)c2)cc1 (stereo not drawn),0,-1,-3,-2,2,0.0,7
Cc1cc(OCc2nnc(SC(C)C(=O)O)n2Cc2ccccc2)ccc1Cl (stereo not drawn),·,-5,·,-16,15,·,24*
C[C@@H]1CN([C@H](C)CO)C(=O)c2cccc(NS(=O)(=O)c3ccc(Cl)cc3)c2O[C@H]1CN(C)Cc1ccncc1,-10,8,1,4,3,0.0,0
CCN(CC(=O)Nc1ccc(OC)cc1)C(=O)C1CC(=O)N(Cc2ccccc2)C1 (stereo not drawn),-6,2,-1,-9,-1,-0.1,-1
CSc1ccc(C2NN=C(c3ccccc3)S2)cc1 (stereo not drawn),·,6,1,1,2,0.9,-2
C[C@@H]1CN([C@@H](C)CO)C(=O)Cc2cc(NC(=O)Cn3cnnn3)ccc2O[C@H]1CN(C)C(=O)Nc1ccccc1,-21,-1,-2,5,11,1.9,1
Clc1ccc(-c2noc(CSc3nnc(Cc4cccs4)n3-c3ccccc3)n2)cc1,48,-1,2,0,1,0.0,·
COc1ccccc1-c1noc(Cn2cc(S(=O)(=O)N3CCCC3)ccc2=O)n1,5,-5,-3,10,-1,·,2
CC(NC(=O)c1ccc(Br)o1)c1ccccc1 (stereo not drawn),2,-5,3,4,1,·,-5
CCOc1ccccc1OCC(=O)OC(C)C(=O)Nc1ncc(Cl)cc1Cl (stereo not drawn),-4,6,-1,-9,-2,-0.3,4
Oc1ccc(-c2csc(Nc3ncccn3)n2)cc1,13,0,·,3,-3,0.5,-3
CCOC(=O)CN1C(=O)[C@]2(OCCC=C[C@H]2C)c2ccccc21,·,-4,·,-3,1,-0.1,-2
[O-][n+]1c(/C=C/c2ccccc2)ccc2ccccc21,17,-4,-9,-1,-3,·,2
O=C(c1cc(-c2ccc(Cl)cc2)nc2ccccc12)N1CCC1,5,5,-4,-2,-6,0.6,-5
CC1CCCN(CCC(=O)c2ccccc2)C1 (stereo not drawn),1,4,-2,-5,-3,-0.4,0
COc1ccc(CN(C)C[C@H]2Oc3ccc(NC(=O)C4CCCCC4)cc3C(=O)N([C@H](C)CO)C[C@H]2C)cc1,5,-18,-2,-1,9,0.3,1
CCc1nc2ccc(C(=O)N3CCN(C)CC3)cn2c1N(C)CCC(C)C,20,-6,2,0,5,-1.6,1
CN(C)CCCNC(=O)C[C@@H]1CC[C@H]2[C@H](COc3ccc(NS(C)(=O)=O)cc3C(=O)N2C)O1,-9,-1,-2,2,20,-0.1,0
COc1ccc(Br)cc1/C=C/C(=O)NC(=S)Nc1ccc(Cl)c(C(=O)O)c1,·,0,·,2,-6,-0.1,-1
CC(=O)n1nc(-c2ccc(C)cc2)nc1NCc1ccco1,·,-12,·,2,-1,-1.8,·
C=CCNc1nc(Cl)nc(Nc2ccccc2)n1,-10,-1,5,-6,0,·,-1
COc1ccc2c3c(n(C)c2c1)[C@@H](CO)N(CC1CC1)CC31CN(Cc2ccc(F)cc2)C1,·,-1,·,7,-6,0.0,-2
O=C(NC(=S)Nc1cccc(C(F)(F)F)c1)c1csnn1,·,-3,·,3,-4,·,-1
N#C/C(=C\C=C\c1ccccc1)C(=O)Nc1ccccc1,·,-8,·,-5,-4,·,-1
O=C(CC1CC1)Nc1ccc2c(c1)[C@H]1C[C@H](CC(=O)N3CCCCC3)O[C@H](CO)[C@H]1O2,-3,2,1,-12,13,-0.3,2
CC(C)c1cccc(C(C)C)c1NC(=O)CN1C(=O)NC2(CCCCCCC2)C1=O,-10,?,·,3,0,?,-4
COc1ccc(C2SCCN2C(=S)Nc2cccc(C(F)(F)F)c2)cc1 (stereo not drawn),·,-9,-4,2,-2,·,0
N#Cc1ccc(-c2ccc3c(c2)[C@@H]2[C@@H](CCN2C(=O)C2CCCC2)[C@@H](CO)N3)cc1,·,3,·,-6,-6,0.3,-10
Cc1cc(C)n(-c2ccccc2[N+](=O)[O-])n1,·,3,·,-3,1,·,3
CC1(C(=O)O)CCCN(C(=O)c2cccnc2Oc2ccccc2)C1 (stereo not drawn),-3,0,-6,1,2,0.0,·
CN(C)C(=O)CCC(=O)N1CCCCC1C(=O)Nc1ccc(Oc2ccccc2F)cc1 (stereo not drawn),-1,7,-6,2,5,·,-3
CCOc1ccc(C(=O)NCCC(=O)NCCCC(=O)O)cc1,-1,-2,·,4,10,·,0
COc1ccc(CNC(=O)CCn2c(=O)oc3ccccc32)c(OC)c1,6,-2,4,-5,2,0.3,-13
COCCNC(=O)CCc1c(C)nc2c(c(C)nn2-c2ccc(C)c(C)c2)c1C,-8,16,7,0,-7,1.5,-8
O=C(Nc1ccc(F)cc1F)C1CCCN1S(=O)(=O)c1ccc(-c2ccc(=O)[nH]n2)s1 (stereo not drawn),-21,0,-3,-1,-8,·,2
COC(=O)[C@@]12CCCCN1[C@H](c1ccc(-c3ccc4c(c3)OCO4)cc1)[C@H]1C(=O)N(C)C(=O)[C@H]12,25,-6,3,7,-2,-0.1,-3
C[C@@H]1CN([C@@H](C)CO)C(=O)c2ccccc2-c2ccccc2CO[C@H]1CN(C)CC1CC1,·,3,-3,-2,2,0.0,-4
Clc1ccccc1-c1ncc(-c2ccccc2)o1,-1,-8,-2,2,6,·,-2
Cc1cc(C)nc(NC(=O)C(C)C)n1,1,·,-6,-2,-2,·,-3

# Next compounds:
SMILES,C2C12 statin,DENV2 CPE,PglD DTNB,ERp5 block,S100A4 MyoIIA,E-sel inducer,SIRT5 block
C[C@@H]1CN([C@@H](C)CO)C(=O)c2cccc(NS(C)(=O)=O)c2O[C@@H]1CN(C)Cc1ccccc1,4,13,5,2,1,-0.3,2
C[C@@H]1CCCCO[C@@H](CN(C)Cc2ccccc2)[C@@H](C)CN([C@H](C)CO)C(=O)c2cc(NC(=O)NC3CCCCC3)ccc2O1,·,12,1,0,-3,0.0,6
O=C(Cc1cc(=O)[nH]c(=O)[nH]1)NCCN1CCOCC1,-10,-3,-1,-10,5,-0.1,-2
CC(C)CCNC(=O)CN(Cc1ccc(F)cc1)C(=O)CCC(=O)Nc1ccccn1,?,1,2,-2,-3,·,0
Cc1nnc(NC(=O)CC(C)c2ccccc2)s1 (stereo not drawn),5,1,-2,-1,4,0.4,3
COC(=O)c1ccc(CNC(=O)Cn2nnnc2CN(C)C(C)C)cc1,-3,-1,0,5,1,0.4,0
COCCNC(=O)C[C@@H]1C=C[C@@H](NC(=O)NC2CCCCC2)[C@@H](CO)O1,0,5,3,0,-2,0.1,0
CCC[C@@H](CN[C@@H](CNC)[C@H](C)CC)NCC1CCC(C(C)(C)C)CC1 (stereo partly drawn),·,-7,5,1,-1,-0.3,·
Cc1ccc(S(=O)(=O)N(C)C[C@@H]2Oc3ccc(NC(=O)Nc4ccccc4)cc3C(=O)N([C@H](C)CO)C[C@@H]2C)cc1,-14,14,-2,-1,-1,-0.2,0
COc1ccc(NS(=O)(=O)c2c(C(=O)N3CCCCCC3)c(C)n(C)c2C)cc1OC,1,6,5,2,0,·,-3
CC1=C(N2CCN(c3ncccn3)CC2)CCC1=O,-1,1,-5,0,5,1.0,-1
S=C1SCN(Cc2ccccc2)CN1Cc1ccco1,-6,-1,4,9,-12,-0.8,2
CCN1CCN(S(=O)(=O)c2cccs2)CC1,-17,-2,-3,-2,4,·,2

# Entries above that contain a thiophene ring, fused or not, in the order listed:
SMILES,C2C12 statin,DENV2 CPE,PglD DTNB,ERp5 block,S100A4 MyoIIA,E-sel inducer,SIRT5 block
CSCCC(NC(=O)c1ccccc1Cl)C(=O)N(C)Cc1cccs1 (stereo not drawn),·,0,-1,2,-1,·,-3
NC(=O)c1c(NC(=O)c2cccnc2)sc2c1CCCC2,·,3,·,9,1,·,-1
Clc1ccc(-c2noc(CSc3nnc(Cc4cccs4)n3-c3ccccc3)n2)cc1,48,-1,2,0,1,0.0,·
O=C(Nc1ccc(F)cc1F)C1CCCN1S(=O)(=O)c1ccc(-c2ccc(=O)[nH]n2)s1 (stereo not drawn),-21,0,-3,-1,-8,·,2
CCN1CCN(S(=O)(=O)c2cccs2)CC1,-17,-2,-3,-2,4,·,2
